Bioassay records (PubChem BioAssay)
sEH act – soluble epoxide hydrolase (human) activation; P34913; purified human sEH enzymatic activity, activator screen; activation, % at 2 µM; 0.04% of 91,000 active; AID 717; in the data active = activation above about 37%; note: values of inactives mirror those of a sister screen read the other way
Target sequence (P34913 whole entry, looked up): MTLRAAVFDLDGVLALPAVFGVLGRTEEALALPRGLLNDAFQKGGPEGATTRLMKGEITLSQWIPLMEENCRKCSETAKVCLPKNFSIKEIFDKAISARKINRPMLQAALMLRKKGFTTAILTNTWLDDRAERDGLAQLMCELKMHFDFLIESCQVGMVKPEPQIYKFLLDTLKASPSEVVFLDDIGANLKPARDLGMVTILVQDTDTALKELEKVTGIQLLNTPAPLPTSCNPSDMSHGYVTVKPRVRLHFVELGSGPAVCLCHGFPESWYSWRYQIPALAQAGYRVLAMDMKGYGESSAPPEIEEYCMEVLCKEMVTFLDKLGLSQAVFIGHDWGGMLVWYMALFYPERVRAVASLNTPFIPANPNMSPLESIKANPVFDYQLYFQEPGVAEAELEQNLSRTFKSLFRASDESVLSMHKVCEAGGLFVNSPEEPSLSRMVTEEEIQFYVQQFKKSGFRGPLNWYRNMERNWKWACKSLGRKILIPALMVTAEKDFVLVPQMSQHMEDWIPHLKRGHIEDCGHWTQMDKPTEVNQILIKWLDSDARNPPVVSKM
* hit, by the source's call.

SMILES	sEH act
O=C(NCC1CCCO1)c1onc(CSc2ccc(F)cc2)c1C(=O)O (configuration not stated)	7
O=[N+]([O-])c1cccnc1N1CCOCC1	8
COc1cccc(/C=N\Nc2nncc(-c3ccccc3)n2)c1	11
CCOC(=O)/C=C1\SCC(=O)N1CC(=O)Nc1ccc(OC)c(OC)c1	-1
Cc1occc1-c1nnc(SCC(=O)c2ccccc2)n1CC1CCCO1 (configuration not stated)	17
CCOC(=O)CCc1c(C)c2ccc(OCc3cc([N+](=O)[O-])ccc3OC)cc2oc1=O	-2
COc1cccc(NC(=O)C2c3cc(OC)c(OC)cc3C(=O)N(C)C2c2cccnc2)c1 (configuration not stated)	5
NC(=O)/C(=C/c1ccco1)NC(=O)c1ccc(Br)o1	4
Cc1cc(C)c(C)c(S(=O)(=O)N2CCC(C(=O)OCC(=O)N3c4ccccc4NC(=O)C3(C)C)CC2)c1C	5
CCOC(=O)C1=C(C)N(C)C(=O)NC1c1cccc(O)c1 (configuration not stated)	0
CCOc1ccc(N(CC(=O)NC2CCCC2)C(=O)CSc2nnc(COc3ccccc3)o2)cc1	-11
CCOC(=O)c1c(C)nc2sc3c(c2c1-c1ccc(OC)cc1)NC(c1ccc(OC)cc1)NC3=O (configuration not stated)	-2
C[C@H](NC(=O)Cn1cncn1)c1ccccc1	20
Cc1ccc2c(c1)NC(=O)c1cccnc1N2	8
Cc1ccc(C(=O)O/N=C/c2c(N3CCOCC3)n(C)c3ccccc23)cc1	19
O=C(NC(=S)Nc1ccc(Cl)cn1)c1cccs1	-6
Fc1ccc(-c2nc3ccncc3[nH]2)cc1	24
O=C(CCNS(=O)(=O)c1cccc2nsnc12)N1CC(=O)N(CCc2ccccc2)C(=O)C1	-8
Cc1ccc(C)c(NC(=O)CN2C(=O)CNC2=O)c1	18
CCOC(=O)/C(C(=O)Nc1ccccc1Cl)=C1/NC(C)(C)Cc2ccccc21	1
S=C(NCCC(c1ccccc1)c1ccccc1)Nc1cccc(Cl)c1	-36
C(=N\N1CCN(Cc2cccc3ccccc23)CC1)/c1cccnc1	4
Cc1ccccc1C(=O)c1c[nH]c(C(N)=O)c1	14
CCP(=O)(CC)C(C)(C)CP(=O)(c1ccccc1)c1ccccc1	-1
O=C(COC(=O)C1COc2ccccc2O1)NC(=O)NC1CCCCC1 (configuration not stated)	-8
Fc1ccc2c(c1)C(c1ccncc1)=NNC(c1ccc(Cl)cc1)=N2	-6
Cc1cc(C)cc(-n2c(C)cc(C=C(C#N)C#N)c2C)c1	-8
C=CCn1c(C)cc(C(=O)CSc2nnc(NC(C)C)s2)c1C	-7
CCc1ccc(NC(=O)CSc2nnc(SCC(=O)Nc3ccc(CC)cc3)n2N)cc1	-4
CN(c1ccccc1)S(=O)(=O)c1ccc(C(=O)NCC2CCCO2)cc1 (configuration not stated)	1
O=c1cc(-c2ccccc2)nc(SCc2ccccc2)[nH]1	9
Cn1c(Cc2cccc3ccccc23)nnc1SCC(=O)N1CCN(c2ccccc2)CC1	1
COc1cc(CNCCCN2CCOCC2)ccc1OCC(=O)Nc1cccc(C(F)(F)F)c1	-1
Cc1cccc(NC(=O)CCN2C(=O)C3C4CCC(C4)C3C2=O)c1C (configuration not stated)	-22
CCCC(=O)c1c(NC)cc(C)oc1=O	16
Cc1ccc(-n2ncc(N(C)C)c(Cl)c2=O)cc1	-12
O=c1nc2ccccc2c2n1CC(CN1CCN(c3cccc(Cl)c3)CC1)N2 (configuration not stated)	0
Cc1ccc(/C=C/C(=O)c2c(C)nc3ccccn23)cc1	2
Cc1ccc(C)c(Nc2c([N+](=O)[O-])cc(C(=O)N3CC(=O)Nc4ccccc43)cc2[N+](=O)[O-])c1	-2
COC(=O)c1cc(-c2c(C)oc3cc(O)ccc3c2=O)c(C)o1	19
Cc1ccc(C(=O)CC2SC(N)=NC2=O)cc1 (configuration not stated)	-17
CSc1ccc(Cc2ccc(Cl)cc2Cl)nn1	-6
COc1ccc(/C=C(/C#N)C(=O)Nc2cc(C)ccc2C)cc1C(=O)O	-2
O=C(Nc1nn(Cc2ccc(Cl)cc2)cc1Br)c1ccc(COc2ccccc2Cl)o1	-6
CCCc1ccc(OCC(=O)NNC(=S)NC(=O)c2ccco2)cc1	9
Cc1nnc(Nc2ccc(Cl)cc2)n(N)c1=O	14
COc1cc(C(=O)NCCOc2cccc(C)c2)c(Br)c(OC)c1OC	-9
CN(CCO)Cc1csc2ccc(Br)cc12	13
Cc1c(Cl)cccc1-c1ccc(C(=O)N2CCN(c3ccc([N+](=O)[O-])cc3)CC2)o1	2
O=C(c1cc(-c2ccc3c(c2)OCO3)on1)N1CCOCC1	-12

Further records
SMILES	sEH act
CC(=O)c1c(O)cc(=O)n(-c2ccccc2)c1-c1cccc2ccccc12	10
Cc1ccc(-n2c(CSc3nc(C)cc(C)n3)nnc2SCC(=O)NCc2ccco2)cc1	-21
COc1cccc(N2CCN(c3ccc(S(=O)(=O)N4CCCC4)cc3)CC2)c1	1
COC(=O)C1=C(C)NC(=O)/C1=C\c1ccc2c(c1)OCO2	-3
Fc1cccc(Cl)c1CNC(c1ccccc1)c1ccccc1	-6
Cc1nc(SCC(=O)Nc2ccccc2C(F)(F)F)c(C#N)c(C)c1CC(=O)c1ccc(Br)cc1	2
CC(C)(C)c1ccc(C(=O)N/N=C/c2cccc(Cl)c2)cc1	-9
N/C(=N\c1nc2ccccc2o1)NC(=O)c1ccc(F)cc1	2
Cc1ccc(Cl)cc1N1CCN(Cc2cc3c(cc2O)CCC3)CC1	4
Cc1cccc(Cn2ccc(-c3ccc(Cl)cc3)c(C#N)c2=O)c1	0
O=c1[nH]c(CN2CCN(c3ccccc3O)CC2)nc2ccccc12	-6
Cc1ccc(-c2nn(-c3ccccc3)cc2/C=N/NC(=O)CSc2nnc(C)n2-c2ccccc2)cc1	-5
COc1ccccc1NC(=S)NNC(=O)c1nn(C)c(C)c1Cl	0
O=c1c(O)c(-c2ccc3c(c2)OCO3)oc2ccccc12	-6
N#Cc1ccc(-c2ccc(Cl)cc2)nc1Oc1ccc(F)cc1	-7
Cc1ccc(-n2c(=O)[nH]c3cc(C(=O)NC4CCN(Cc5ccccc5)CC4)ccc3c2=O)cc1	-15
COc1cccc(CN2CCCC(C(=O)N3CCCCC3)C2)c1OC (configuration not stated)	-2
COc1cc(/C=C2\SC(c3ccc(C)cc3)=NC2=O)cc(OC)c1O	-7
CC1=CC(C)(C)Nc2ccc(OC(=O)C(Cc3ccccc3)N3C(=O)c4ccccc4C3=O)cc21 (configuration not stated)	12
O=C(N/N=C/c1ccc(O)c(O)c1)C1c2ccccc2Oc2ccccc21	-1
CCCCNC(=O)c1ccccc1NC(=O)CCSc1ccccc1	10
C/C(=N\NC(=O)C1CC1c1ccccc1)c1cccs1 (configuration not stated)	10
O=C(NC(=S)N(Cc1ccccc1)Cc1ccccc1)c1ccccc1F	-12
CCc1cc(C(c2ccccc2OC)N2CCOCC2)c(NC(=O)c2ccccc2)s1 (configuration not stated)	-7
CCCCOc1ccccc1C1NC(=O)NC(C)=C1C(=O)OCc1ccco1 (configuration not stated)	7
CCC1CCCCN1c1ccc([N+](=O)[O-])cc1/C=N/NC(=O)Cn1c2ccccc2c(=O)c2ccccc21 (configuration not stated)	-31
CCCCn1nc2cc(C(=O)NCc3ccc(OC(F)(F)F)cc3)ccc2c1OC	-26
COc1ccc(-c2cc(C(=O)NCc3ccccc3)no2)cc1OC	-6
CN(C)S(=O)(=O)c1ccc(NC(=O)N2CCN(c3cccc(C(F)(F)F)c3)CC2)cc1	-41
COc1ccc(S(=O)(=O)N2Cc3ccccc3CC2C(=O)O)cc1 (configuration not stated)	1
CCn1c2ccccc2c2cc(NC(=O)c3cccc(OC)c3)ccc21	-9
O=C(NCCCN1CCOCC1)c1ccc(-n2nc(C(F)(F)F)cc2-c2cccs2)cc1	5
COc1ccccc1NC(=S)NC(=O)C(C)C	4
COC(=O)c1[nH]c2cc(C)ccc2c1NC(=O)CN1CCc2cc(OC)c(OC)cc2C1	10
Cc1ccc(NC(=O)c2cc(N3C(=O)C4CC=CCC4C3=O)ccc2N2CCCCC2)cc1 (configuration not stated)	-7
COc1ccc(C(=O)NNc2ccccc2)cc1OC	12
COc1ccc(N=C2S/C(=C\c3cc(C)n(C)c3C)C(=O)N2C)cc1	-6
O=C(NNC(=O)c1ccco1)c1cccc([N+](=O)[O-])c1	2
Cc1sc(N/N=C/c2cccnc2)nc1-c1ccc(Cl)cc1	-7
CC1=C(C(=O)O)N2C(=O)C(NC(=O)c3ccn(C)n3)C2SC1 (configuration not stated)	11
O=S1(=O)C=C(SCc2ccccc2)Nc2ccccc21	2
CS(=O)(=O)Nc1cccc(C2=NN(S(=O)(=O)c3ccccc3)C(c3cccs3)C2)c1 (configuration not stated)	-3
COC(=O)c1cc(=O)n(C2CC2)c(=NC2CC2)s1	26
COc1ccc(-n2ncc3c(NC(C)C)ncnc32)cc1	-4
COc1cc(NS(=O)(=O)c2ccc(N/C=C(\C#N)c3nc4ccccc4o3)cc2)nc(OC)n1	-1
O=C(Nc1ccccc1)N1CCN(Cc2ccccc2)CC1	2
Cc1cc(C)c(C(N)=O)c(SCC(=O)c2ccc(Cl)cc2)n1	3
Cc1ccc(C(=O)C(C)OC(=O)c2n[nH]c(=O)c3ccccc23)cc1 (configuration not stated)	8
CCOc1cc(CNCCSc2nnnn2C)cc(Br)c1OCc1ccccc1	11
CCOC(=O)c1c(-c2ccc(OC)cc2)csc1NC(=O)CSc1ccccc1	3

Next section.
SMILES	sEH act
CCOC(=O)CNC=C(C(=O)OCC)C(=O)OCC	4
O=C(Cn1nnc(-c2ccccc2)n1)OCc1ccccc1	-1
Cc1nn(-c2ccccc2)c(C)c1/C=N/NC(=O)c1cc(C2CC2)[nH]n1	7
Cc1ccc(OCCNC(=O)c2cncc(Br)c2)cc1C	-6
Clc1cccc(NC2=NCCC2)c1	3
Cc1ccc(-c2nc(NC(=O)c3nn(C)cc3[N+](=O)[O-])sc2C)cc1	0
c1ccc(-c2nc(-n3nc4ccccc4n3)nc3ccccc23)cc1	-9
CN(Cc1ccccc1)C(NC(=O)c1ccccc1)C(Cl)(Cl)Cl (configuration not stated)	-5
CCc1ccccc1NC(=O)C(C)n1nc([N+](=O)[O-])c(Br)c1C (configuration not stated)	1
COc1ccc(OC)c(-n2c(=S)[nH]c3cc(C(=O)N4CCC(C(N)=O)CC4)ccc3c2=O)c1	11
CC(C)Cc1nnc(NC(=O)c2ccc([N+](=O)[O-])cc2)s1	-6
COc1ccc(S(=O)(=O)O/N=C2\CCSc3ccc(C)cc32)cc1	-4
C=CCNC(=O)c1cccc(C(F)(F)F)c1	3
Cc1nn(C)c(Oc2ccccc2)c1[N+](=O)[O-]	-3
Cc1ccc(-c2nnn(CC(=O)N3CCC(C)CC3)n2)o1	6
CCOC(=O)c1sc(N/N=C/c2cccc(C)c2)nc1C	-6
Cc1ccc(-n2ccnc2SCC(=O)N(CC(C)C)C2CCS(=O)(=O)C2)c(C)c1 (configuration not stated)	2
COc1ccc(CCN2C(=O)C(Oc3ccccc3C)C2c2ccc3c(c2)OCO3)cc1OC (configuration not stated)	6
Cc1ccc(SCc2cc(=O)n3[nH]cnc3n2)cc1	-9
CCOc1c2ccc(C(=O)NCC34CC5CC(CC(C5)C3)C4)cc2nn1CC	-2
Cc1cc2nc(-c3ccc(NC(=O)C(C)C)cc3)oc2cc1C	15
COc1cccc(C(=O)/C=C/Nc2ccc(S(=O)(=O)Nc3cccc(C(C)=O)c3)cc2)c1	-3
O=C1c2cccc3cccc(c23)C(=O)N1OS(=O)(=O)c1ccccc1	0
COC(=O)c1cc(NC(=O)/C=C/c2ccc3c(c2)OCO3)cc(C(=O)OC)c1	-1
O=C(NC(=S)Nc1cc(Cl)ccc1N1CCOCC1)c1ccc(-c2cccc(Cl)c2)o1	0
C1=CN2CCC1C(c1ccccc1)C2 (configuration not stated)	14
NC(=O)CSc1nc2sc(-c3ccccc3)cc2c(=O)n1N	4
C=C(C)CN(CC)c1nc(N)c2c(N)nc3c(c2c1C#N)CC(=O)N3C12CC3CC(CC(C3)C1)C2	-4
CCn1nc(C)c(NC(=O)/C=C/c2cnn(C)c2)c1C	-11
Cc1ccc(/C=C/c2nnc(-c3cccc(C)c3)o2)cc1	16
C=CCn1c(SCc2ccc(C(=O)Nc3ccccc3)cc2)nnc1-c1ccccc1	-17
Clc1ccc(Oc2ncnc3oc(-c4ccccc4)cc23)cc1	2

The list is partial. The share of hits here may be higher or lower than overall.
